Keap1 Nrf2 FP = disrupts human Keap1 binding to Nrf2 peptide. inhibition, % at 9.4 µM. 0.15% of 340,000 active. AID 504523. Q14145. Keap1 Kelch-Nrf2 peptide fluorescence polarization, 1536-well; in the data active means inhibition above about 12%; inconclusive means no clear call, values can overlap the other calls; inactive means below about 7.3%;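 further: human Keap1 Kelch domain with fluorescein labeled Nrf2 9mer peptide probe; 0% = neutral control wells and 100% = peptide positive control; higher means more block of Keap1 binding to Nrf2 peptide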
cardiac RTF act = cardiac RTF calcium sensitization; P19429+P45379; IANBD-labeled TnC RTF fluorescence at EC20 calcium; 0% EC20 calcium, 100% full calcium; activation, % at 7.2 µM; 0.24% of 340,000 active; AID 493008;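 active means activation above the mean over all tested compounds plus 3 SD, cut at about 30% in these data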;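 further: rise in fluorescence read as greater calcium sensitivity of cardiac thin filaments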
PvdQ inh = P. aeruginosa PvdQ acylase inhibition; purified PvdQ acylase, fluorescence plate reader; inhibition, % at 10 µM; 0.063% of 340,000 active; in the data active means inhibition above about 30%, passing the limit was not always enough; inconclusive means no clear call, values can overlap the other calls;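 further: 0% = vehicle neutral wells and 100% = reference inhibitor wells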
Mot1-301 SUMO = inhibitors of SUMOylation pathway: yeast Mot1-301 growth rescue. 1% of 320,000 active. growth rescue, % at 18.8 µM. S. cerevisiae Mot1-301 growth rescue, ATP luminescence, 38.5C; percent above DMSO median, 100 means doubled. AID 2716;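 active means every valid replicate shows activation above 250% relative to neutral control wells; inactive means the rest, any valid replicate at or below 250%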;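 further: OY570 slx delta 5 strain wells were the positive control but not used for scaling; some compounds called inactive have numbers as strong as hits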
NSD2 HMT inh = NSD2 (human) methyltransferase inhibition | O96028 | NSD2 peptide methylation, AlphaScreen, 120 min | inhibition, % at 12.5 µM | 0.54% of 310,000 active | AID 743445; in the data active means inhibition above about 50%
Rtt109 HAT inh = inhibitors of Candida albicans Rtt109/Vps75 histone acetyltransferase; purified Rtt109/Vps75, ThioGlo CoA-SH fluorescence, 4 h; inhibition, % at 34.9 µM; 0.16% of 330,000 active; AID 540336;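 active means inhibition of at least 50% in every replicate; inconclusive means best replicate reaches 50% inhibition but some replicates fall short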
Target sequence (Q5AAJ8 whole entry, looked up): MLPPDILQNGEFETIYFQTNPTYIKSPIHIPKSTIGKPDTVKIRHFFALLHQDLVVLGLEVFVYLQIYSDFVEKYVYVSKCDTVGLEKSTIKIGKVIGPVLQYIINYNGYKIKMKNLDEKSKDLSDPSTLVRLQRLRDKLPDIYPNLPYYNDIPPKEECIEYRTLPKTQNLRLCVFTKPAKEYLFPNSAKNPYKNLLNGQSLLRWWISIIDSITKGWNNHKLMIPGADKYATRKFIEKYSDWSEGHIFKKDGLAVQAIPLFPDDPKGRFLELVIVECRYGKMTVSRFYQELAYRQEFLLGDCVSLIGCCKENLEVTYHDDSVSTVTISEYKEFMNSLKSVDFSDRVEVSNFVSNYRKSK
dFosB activator = activators of mouse delta FosB homodimer; purified delta FosB, TAMRA-CDK5 oligo fluorescence polarization; percent of positive-control signal above neutral wells; 0.99% of 340,000 active; AID 493131; activation, % at 25 µM;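 active means mean activation above about 17%, with every replicate also reaching it, limit read from the data, passing the limit was not always enough; inconclusive means only one of the two conditions met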;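 further: fluorescence polarization rise as delta FosB binds a TAMRA Cdk5 AP-1 oligo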
Cardiac RTF inh = cardiac RTF calcium desensitization; AID 493244; 0.12% of 340,000 active; IANBD-labeled cardiac RTF, Ca2+ fluorescence; inhibition, % at 7.15 µM;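 active means inhibition above the mean inhibition of all tested compounds plus 3 SD, cut at about 17% in these data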;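 further: assay run at fixed EC70 calcium of 1.6 mM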
CDK5 inh = blocks human CDK5/p35 kinase activity; inhibition, % at 10 µM; Q00535+Q15078; 0.01% of 330,000 active; Recombinant CDK5/p35, ADP-Glo luminescence, 60 min;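 active means highest replicate inhibition of at least 50% and at least 75% of replicates reaching 50%; inconclusive means only one of the two criteria met; inactive means both criteria failed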;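 further: plate controls were DMSO neutral control for no effect and GW8510 at 10 µM for full effect; many of its hits are not listed in these tables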
Target sequence (Q00535 whole entry, looked up): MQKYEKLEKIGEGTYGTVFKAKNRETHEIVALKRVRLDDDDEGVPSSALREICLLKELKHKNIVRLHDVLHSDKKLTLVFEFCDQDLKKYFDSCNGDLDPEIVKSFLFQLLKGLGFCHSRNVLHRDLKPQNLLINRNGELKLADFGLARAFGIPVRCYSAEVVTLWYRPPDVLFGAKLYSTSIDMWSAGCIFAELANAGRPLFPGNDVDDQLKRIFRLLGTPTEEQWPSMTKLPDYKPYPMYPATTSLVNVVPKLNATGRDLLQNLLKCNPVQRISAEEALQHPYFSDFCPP
Target sequence (Q15078 whole entry, looked up): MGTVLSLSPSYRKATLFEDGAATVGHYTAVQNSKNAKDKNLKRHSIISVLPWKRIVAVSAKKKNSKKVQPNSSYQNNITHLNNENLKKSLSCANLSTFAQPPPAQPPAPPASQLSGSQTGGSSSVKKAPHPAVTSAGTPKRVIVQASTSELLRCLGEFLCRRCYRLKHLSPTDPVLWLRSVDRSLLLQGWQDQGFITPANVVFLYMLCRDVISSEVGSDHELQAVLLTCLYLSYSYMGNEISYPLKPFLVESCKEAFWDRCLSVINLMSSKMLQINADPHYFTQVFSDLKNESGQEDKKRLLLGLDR
C-LANA FP = blocks KSHV LANA C-terminal domain binding to DNA; MBP-C-LANA/FAM-LBS DNA binding, fluorescence polarization; inhibition, % at 9 µM; 0.078% of 340,000 active; AID 504423;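 active means highest replicate inhibition at or above 60% at 9 µM, even if other replicates fall short; inactive means all replicates below 60% inhibition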;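 further: 0% = neutral control wells and 100% = 4 µM acridine orange control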
PfHsp90 yeast 2 = reduces growth (ATP signal) of yeast expressing P. falciparum Hsp90; 0.32% of 310,000 active; AID 504621; S. cerevisiae expressing PfHsp90, BacTiter-Glo ATP, 48 h; yeast lacking PDR1 and PDR3 efflux regulators; inhibition, % at 9.4 µM;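 active means every replicate shows inhibition above about 80%, whatever the replicate mean, limit read from the data; inconclusive means mean inhibition reaches the set limit but some replicate falls short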;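 further: 0% = DMSO neutral controls and 100% = 20 µM radicicol positive controls; yeast relying on Plasmodium falciparum Hsp90 in place of its own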
* = called active by the depositor; u = inconclusive; x = no result given.

A first look, 6 compounds:
SMILES	Keap1 Nrf2 FP	cardiac RTF act	PvdQ inh	Mot1-301 SUMO	NSD2 HMT inh	Rtt109 HAT inh	dFosB activator	Cardiac RTF inh	CDK5 inh	C-LANA FP	PfHsp90 yeast 2
Cc1ccc[n+](CC(=O)/C=C2\N(C)c3ccccc3C2(C)C)c1	5	-1	-2	20	-1	15	6	6	-1.4	1.1	5
Cc1ccccc1Cn1cnc2c(cnn2C(C)(C)C)c1=O	-5	3	9	0	-2	14	0	-14	-0.7	-0.2	-7
CCCCC(=O)NC(=S)NNC(=O)c1ccc(OC)cc1	3	3	-4	-7	-1	0	-18	-16	1.4	1.6	7
O=C(O)CNS(=O)(=O)c1ccc(C2CCCCC2)cc1	-5	2	-12	10	1	-1	-2	-6	1.3	0.9	25
CN(C)c1ccc(C(CNC(=O)c2ccccc2Br)c2c[nH]c3ccccc23)cc1 (centres undefined)	-8	13	-7	-3	-1	2	-10	-6	-0.4	0.7	-23
CCOC(=O)CN1C(=O)C(=O)N(Cc2cccc(C)c2)C1=O	-1	-2	-2	529	-3	1	1	3	-0.9	2.0	6

The listing, from the first entry:
SMILES	Keap1 Nrf2 FP	cardiac RTF act	PvdQ inh	Mot1-301 SUMO	NSD2 HMT inh	Rtt109 HAT inh	dFosB activator	Cardiac RTF inh	CDK5 inh	C-LANA FP	PfHsp90 yeast 2
Cc1ccc[n+](CC(=O)/C=C2\N(C)c3ccccc3C2(C)C)c1	5	-1	-2	20	-1	15	6	6	-1.4	1.1	5
Cc1ccccc1Cn1cnc2c(cnn2C(C)(C)C)c1=O	-5	3	9	0	-2	14	0	-14	-0.7	-0.2	-7
CCCCC(=O)NC(=S)NNC(=O)c1ccc(OC)cc1	3	3	-4	-7	-1	0	-18	-16	1.4	1.6	7
O=C(O)CNS(=O)(=O)c1ccc(C2CCCCC2)cc1	-5	2	-12	10	1	-1	-2	-6	1.3	0.9	25
CN(C)c1ccc(C(CNC(=O)c2ccccc2Br)c2c[nH]c3ccccc23)cc1 (centres undefined)	-8	13	-7	-3	-1	2	-10	-6	-0.4	0.7	-23
CCOC(=O)CN1C(=O)C(=O)N(Cc2cccc(C)c2)C1=O	-1	-2	-2	529	-3	1	1	3	-0.9	2.0	6
COC(=O)C1=C(C)N(Cc2ccccc2)C(=O)N[C@H]1c1ccco1	1	6	-18	-9	x	-7	0	-10	0.6	0.9	9
Cc1ccc(OCCN2CCOCC2)cc1C	0	-1	13	9	3	3	-3	-3	1.0	3.6	6
CC(=O)Nc1cc2ccc(OC(C)=O)cc2oc1=O	-1	9	-8	14	x	-115	-3	1	-1.2	0.4	x
CCOC(=O)N1CCN(C(=O)CCCCn2c(=S)[nH]c3ccsc3c2=O)CC1	-5	11	-3	69	-5	3	1	-17	-8.1	-1.4	3
CC(C)Cn1c(=O)[nH]c(=O)c2c(C(F)(F)F)cc(-c3ccccc3)nc21	-1	1	-13	79	-3	-2	-10	-19	-1.2	1.6	-9
COc1ccc(C)cc1NC(=O)CN1CCCC1c1ccc2c(c1)OCCCO2 (centres undefined)	-7	1	6	-7	-3	-9	0	-8	1.1	-2.3	-5
CC(NC(=O)c1cccc(N(C)C)c1)c1ccc(-n2ccnc2)cc1 (centres undefined)	-5	-4	2	18	-1	31	-7	-1	-0.4	1.4	-6
CC(=O)Nc1ccc(C(=O)OCC(=O)NCc2cccs2)cc1	0	-2	-2	0	-1	-9	0	-3	0.4	0.2	x
O=C(Nc1cccc(-c2cn3c(n2)SCC3)c1)c1ccc(Br)o1	-4	-1	-14	8	-4	5	-7	8	-1.7	0.4	-1
Cc1ccc(O)c(C(=O)c2cnn(C(=O)c3cccc(S(=O)(=O)N(C)C)c3)c2)c1	-6	-6	-14	x	2	3	13	-8	0.7	-0.1	12
Cc1cccc(-c2nnc(SCC(=O)c3ccc(O)cc3O)n2C)c1	-4	5	1	-8	96*	5	-1	-3	-0.3	2.5	-28
Cc1ccc(Cl)c(OCC(=O)Nc2ccc(S(=O)(=O)NC3=NCCCCC3)cc2)c1	-1	1	-4	131	-1	-1	-1	-2	3.3	-0.4	-11
COc1cc2c(cc1NC(=O)c1ccc3c(c1)OCO3)oc1ccccc12	-1	-1	-5	-8	0	5	-4	3	1.3	-1.6	20
Cc1ccc(N2CC(C(=O)N3CCN(c4ccccc4)CC3)CC2=O)cc1 (centres undefined)	0	4	4	-24	1	3	2	17*	2.9	0.8	x
CC1CCN(S(=O)(=O)c2cccc3cccnc23)CC1	-5	-5	3	17	-4	7	-10	-3	-0.8	0.1	-115
CC(C)CCN(C(=O)Cc1ccc(Cl)c(Cl)c1)c1c(N)n(Cc2ccccc2)c(=O)[nH]c1=O	-1	-2	4	125	-8	-4	0	-3	1.1	-0.9	-7
CCN(Cc1ccncc1)S(=O)(=O)c1ccc(C(C)=O)cc1	-3	-5	-2	3	1	-9	1	-2	0.3	-0.5	x
CCN(CC)S(=O)(=O)c1ccc(N2CCCC2)c(NC(=O)Cc2ccc(OC)cc2)c1	-3	1	-9	-20	-1	-20	-16	-2	-2.1	-0.2	-19
COc1ccc2cc(S(=O)(=O)NC3CC(C)(C)NC(C)(C)C3)ccc2c1	-3	2	4	-16	-1	9	-9	1	1.7	-1.0	-5

Arranged by formula weight (falling): some entries from above
SMILES	Keap1 Nrf2 FP	cardiac RTF act	PvdQ inh	Mot1-301 SUMO	NSD2 HMT inh	Rtt109 HAT inh	dFosB activator	Cardiac RTF inh	CDK5 inh	C-LANA FP	PfHsp90 yeast 2
CN(C)c1ccc(C(CNC(=O)c2ccccc2Br)c2c[nH]c3ccccc23)cc1 (centres undefined)	-8	13	-7	-3	-1	2	-10	-6	-0.4	0.7	-23
COC(=O)C1=C(C)N(Cc2ccccc2)C(=O)N[C@H]1c1ccco1	1	6	-18	-9	x	-7	0	-10	0.6	0.9	9
Cc1ccc[n+](CC(=O)/C=C2\N(C)c3ccccc3C2(C)C)c1	5	-1	-2	20	-1	15	6	6	-1.4	1.1	5
Cc1ccccc1Cn1cnc2c(cnn2C(C)(C)C)c1=O	-5	3	9	0	-2	14	0	-14	-0.7	-0.2	-7

Next structures
SMILES	Keap1 Nrf2 FP	cardiac RTF act	PvdQ inh	Mot1-301 SUMO	NSD2 HMT inh	Rtt109 HAT inh	dFosB activator	Cardiac RTF inh	CDK5 inh	C-LANA FP	PfHsp90 yeast 2
CCc1nnc(NS(=O)(=O)c2ccc(NC(=O)c3ccc(C#N)cc3)cc2)s1	0	7	-7	-11	-3	3	-8	-12	-0.2	-1.4	-12
O=C(CSc1nnc(C2CCCCC2)n1-c1ccccc1)NCc1ccco1	0	6	3	-5	3	x	-2	0	-0.9	0.8	-15
CC(=O)Nc1ccc(C2=NNC(=Nc3ccc(S(=O)(=O)N4CCOCC4)cc3)SC2)cc1	-4	8	-38	139	x	0	-7	-6	-7.2	0.6	-5
COc1ccc(CN2CCCCCC2)cc1Br	-6	0	-12	388	-2	-3	4	-8	-4.2	-1.9	-49
C/C(=N\NC(=O)c1nnn(-c2nonc2N)c1-c1ccc2c(c1)OCO2)c1cccs1	1	-2	1	0	1	-3	u	-2	-0.3	-0.6	9
O=C(NCCc1ccncc1)Nc1ccc(Cl)c(Cl)c1	-5	9	-19	11	-1	1	-12	-10	1.9	-0.7	9
CN(CC(=O)N1CCCc2c1c(=O)oc1ccc(O)cc21)Cc1ccccc1	-5	0	-4	2	0	-1	-13	-1	-2.4	0.9	x
Cc1noc2ncnc(Oc3ccc(F)cc3)c12	2	-3	4	-14	0	-9	-6	-6	0.5	2.2	0
O=C(N/N=C/C(Br)=C/c1ccccc1)c1ccncc1	3	-2	-10	100	1	9	3	-1	0.8	-0.2	9
O=C1C(=NO)C(c2ccccc2)Oc2ccccc21 (centres undefined)	3	-3	-49	x	x	0	-5	-4	0.2	1.2	-26
COc1cc(NC(=O)COc2ccccc2[N+](=O)[O-])ccc1NC(=O)c1cccs1	-2	6	3	x	1	13	5	6	-0.4	0.3	-18
CCCCNC(=O)/C(=C\c1ccc([N+](=O)[O-])o1)NC(=O)c1ccccc1	-7	-4	-1	15	-3	6	0	-3	0.3	0.0	-7
O=[N+]([O-])c1ccc(S(=O)(=O)N/N=C/c2ccsc2)cc1	-3	1	-3	1	-1	-7	-1	2	-0.4	1.3	-18
O=C(CN1CCC(C(=O)c2ccc3c(c2)OCCO3)CC1)Nc1ccccc1F	-2	-4	-7	150	-3	-2	-11	-26	-0.5	-1.6	24
CCOC(=O)c1nc2ccccc2c(C)c1C	1	-3	-12	-7	-2	2	-12	-9	3.2	0.2	-12
CC1CCCCC12NC(=O)N(CC(=O)N1CCc3ccccc31)C2=O (centres undefined)	-2	0	-15	6	0	-8	-2	0	-1.0	0.6	-2
O=C(C[n+]1ccc(-c2ccccc2)cc1)Nc1ccc([N+](=O)[O-])cc1	-2	4	-11	-11	3	0	-8	-7	0.0	0.3	-4
CC1(C(=O)NC2CCCCC2)CCC(=O)N1Cc1ccc2c(c1)OCO2 (centres undefined)	-2	6	-1	-2	-3	-5	0	12	1.5	-2.1	-43
O=C(NCCc1ccccn1)c1cc(C(=O)C2CCCCC2)c[nH]1	1	0	8	-3	-4	-5	-9	-4	1.0	-1.6	-6
COc1ccc(NC(=O)COc2cccc3c2CCN(C)C3=O)c(OC)c1	-3	-4	-3	1	9	6	-7	-2	0.5	-0.5	-6
COc1ccc(NS(=O)(=O)c2cc(NC(=O)c3ccccc3F)ccc2N2CCCC2)cc1	-6	5	-5	-16	-4	-3	-12	-22	2.8	-0.1	-5
O=[N+]([O-])c1ccc(Sc2cccc3cccnc23)c([N+](=O)[O-])c1	1	-2	-2	20	7	-4	-11	-7	-0.1	-0.2	-9
